Assay outcomes from PubChem.
CHO-K1 Ca PAM = M1 PAM counterscreen hit in parental CHO-K1 cells | activation, % at 3 µM | ATP EC20, Fluo-8 calcium fluorescence; 0% at ATP EC20, 100% at ATP max | AID 602247 | 0.02% of 360,000 active;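 active means activation above the run cutoff, the mean activation of all test compounds plus 3 SD, cut at about 40% in these data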;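 further: peak over basal fluorescence ratio in a 140 s read after ATP addition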
CHO parental Ca = signal in parental CHO cells, OX1R antagonist counter-screen; parental CHO-K1, ATP-induced calcium, Fluo-8 fluorescence; inhibition, % at 5.6 µM; 0.63% of 330,000 active; AID 463079;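 active means inhibition above that plate's mean sample inhibition plus 3 SD, cut at about 26% in these data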;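 further: 0% = ATP-challenged DMSO wells and 100% = DMSO wells without ATP; some compounds past the cut are filed as inactive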
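Test system: parental CHO cells; detection: calcium-sensitive Fluo-8 fluorescence; evaluation: percent inhibition of calcium signal; also added: ATP as calcium-mobilizing challenge; repeats: one well per compound; control set: ATP-challenged DMSO wells low, unchallenged DMSO wells high; compound: single nominal dose of 5.6 µM per compound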
TAAR1 agonist = agonists of human TAAR1; Q96RJ0; activation, % at 3 µM; CHO RD-HGA16 TAAR1, Fluo-8 calcium fluorescence; vehicle wells 0%, saturating PEA agonist 100%; AID 624467; 0.99% of 360,000 active;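 active means activation above the mean activation of all test compounds in the run plus 3 SD, cut at about 38% in these data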
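Signal – calcium-sensitive Fluo-8 signal, excitation 470-495, emission 515-575 nm · System – RD-HGA16 (CHO) cells co-expressing Gα16 and hTAAR1 · Incubation – 17-24 h seeding, 75 min 37 °C dye, 30 min RT · Compound dosing – 3 µM single concentration · Repeats – no replicates (n 1)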
M1 ag = human M1 muscarinic receptor agonism. P11229. CHO-K1 hM1, Fluo-8 calcium fluorescence, agonist mode; 0% DMSO, 100% acetylcholine EC100. activation, % at 3 µM. 0.33% of 360,000 active;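 active means activation above the run's mean compound activation plus 3 SD, cut at about 16% in these data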;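 further: peak over basal fluorescence ratio within a 140 s kinetic read after compound addition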
Target sequence (P11229 whole entry, looked up): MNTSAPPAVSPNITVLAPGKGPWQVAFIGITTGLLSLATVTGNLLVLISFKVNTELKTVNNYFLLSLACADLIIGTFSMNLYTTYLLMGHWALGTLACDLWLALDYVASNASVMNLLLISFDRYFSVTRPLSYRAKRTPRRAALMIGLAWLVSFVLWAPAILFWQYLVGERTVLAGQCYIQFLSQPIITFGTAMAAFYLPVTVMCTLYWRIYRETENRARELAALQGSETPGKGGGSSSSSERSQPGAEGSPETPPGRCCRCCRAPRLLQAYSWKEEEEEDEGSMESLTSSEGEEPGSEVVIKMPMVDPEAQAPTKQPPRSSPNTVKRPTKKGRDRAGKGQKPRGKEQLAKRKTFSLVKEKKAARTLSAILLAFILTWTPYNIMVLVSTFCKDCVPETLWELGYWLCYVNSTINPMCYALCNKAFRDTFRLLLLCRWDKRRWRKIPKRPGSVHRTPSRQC
CHO-K1 Ca antag = nonselective inhibitor or artifact in parental CHO-K1 cells. inhibition, % at 3 µM. ATP-induced calcium, Fluo-8 fluorescence. 0.6% of 360,000 active;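 active means inhibition above a per-plate cutoff, the plate's mean sample inhibition plus 3 SD, cut at about 24% in these data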;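 further: 0% = DMSO plus EC80 ATP and 100% = DMSO alone without ATP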
V1R ag counter = V1a receptor agonism, counter-screen for OXTR agonists; P37288; activation, % at 3 µM; CHO-V1R cells, Fluo-8 calcium fluorescence, agonist mode; 0% DMSO, 100% 3 nM vasopressin; 0.25% of 320,000 active;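 active means activation above the mean activation of all tested compounds plus 3 SD, per screening run, cut at about 20% in these data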;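 further: signal is peak over basal fluorescence ratio across a 100 second FLIPR read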
TAAR1 antagonist = antagonists of human TAAR1. inhibition, % at 3 µM. Q96RJ0. CHO RD-HGA16 TAAR1, Fluo-8 calcium fluorescence, antagonist. AID 624466. 1.5% of 360,000 active;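 active means inhibition above a per-plate cutoff, the mean inhibition of test compounds on that plate plus 3 SD, cut at about 49% in these data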;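 further: 0% = DMSO plus EC80 beta-PEA response and 100% = DMSO alone without agonist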
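Test system – hTAAR1-expressing CHO RD-HGA16 cells, Gα16-coupled · Also added – β-PEA at EC80 concentration, post-compound challenge · Compound – 3 µM, single point · Incubation – dye loading 75 min at 37 °C, then 30 min room temperature · Measured by – Fluo-8 intracellular calcium dye fluorescence, real-time kinetic reads · Benchmarks – vehicle and agonist controls · Replicates – singlicate, one well per test compound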
OXTR potentiator = potentiators of human oxytocin receptor; CHO-OTR cells, Fluo-8 calcium fluorescence, potentiator mode; 0% = oxytocin EC15, 100% = EC100; activation, % at 3 µM; 0.061% of 320,000 active; AID 2445;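 active means activation above that plate's cutoff, the mean activation of tested compounds plus 3 SD, cut at about 6.6% in these data, passing the limit was not always enough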;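 further: 100% uses oxytocin at 75 nM as the full agonist control; some results filed as inactive read as strong as hits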
Target sequence (P30559 whole entry, looked up): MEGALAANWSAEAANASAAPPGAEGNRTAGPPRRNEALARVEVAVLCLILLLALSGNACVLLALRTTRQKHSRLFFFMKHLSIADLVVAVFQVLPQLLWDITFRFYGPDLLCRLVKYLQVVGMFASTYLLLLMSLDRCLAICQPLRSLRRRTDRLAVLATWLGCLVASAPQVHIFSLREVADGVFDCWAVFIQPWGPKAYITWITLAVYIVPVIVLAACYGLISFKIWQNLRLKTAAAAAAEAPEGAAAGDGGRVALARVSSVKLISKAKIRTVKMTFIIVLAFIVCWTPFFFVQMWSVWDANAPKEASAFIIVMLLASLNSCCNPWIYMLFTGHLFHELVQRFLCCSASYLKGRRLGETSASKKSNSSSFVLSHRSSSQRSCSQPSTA
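Assay system: CHO-OTR cells, human receptor / Also added: oxytocin at about EC15, sub-maximal agonist stimulus / Dosing: single dose, 3.0 µM nominal final compound concentration / Incubation: 6 min pre-incubation, 100 s read / Technique: Fluo-8 calcium dye fluorescence / Read-out: % activation vs EC15 and EC100 oxytocin / Benchmarks: EC15 oxytocin low, 75 nM oxytocin high / Replicates: singlicate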
CHO-K1 Ca ag = M1 agonist counterscreen hit in parental CHO-K1 cells; Fluo-8 calcium fluorescence; scaled to maximal ATP response, vehicle zero; activation, % at 3 µM; 0.48% of 360,000 active; AID 602248; in the data active means activation above about 15%;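 further: untransfected CHO-K1 host cells lacking M1 receptor as counterscreen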
* hit, by the source's call; . = not tested or not shown.

SMILES	CHO-K1 Ca PAM	CHO parental Ca	TAAR1 agonist	M1 ag	CHO-K1 Ca antag	V1R ag counter	TAAR1 antagonist	OXTR potentiator	CHO-K1 Ca ag
CCOC(=O)c1ccc(NC(=O)C2CCCN(S(=O)(=O)c3cnc[nH]3)C2)cc1 (configuration not stated)	17	-6	1	-4	7	0.0	-6	-5	0.3
COc1ccc(CCC(=O)Nc2nnc(C(F)(F)F)s2)cc1	3	-11	1	0	0	3.3	-13	-9	5.2
C=CCSc1nc2ccccc2n1Cc1nnc(-c2cccs2)o1	22	-4	4	-4	-5	1.4	6	-9	1.7
CCc1ncc(C)nc1CC	8	-7	2	-2	5	0.0	-19	0	0.1
c1nc(NCc2ccc3c(c2)OCO3)c2cc(-c3ccoc3)ccc2n1	3	-17	11	1	1	1.6	-8	-6	-0.3
CCc1nc2ccc(C(=O)NCc3cccs3)cn2c1N(C)Cc1nccs1	-4	.	2	-7	4	.	18	.	1.7
CC1=NOC(=O)/C1=C\c1ccc(-c2ccc(Br)cc2)o1	8	.	35	5	11	.	67*	.	7.1
COc1ccc(CC(=O)NCc2ccc3c(c2)cc(C)n3C)cc1OC	-9	-13	1	-3	-1	0.3	9	-7	0.3
CCc1nc(NCCCN2CCOCC2)c2oc3ccccc3c2n1	11	-21	3	-4	-7	0.8	2	-6	0.3
Cc1ccc(NC(=O)C2CCN(C(=O)c3ccco3)CC2)cc1	17	0	0	-7	-22	0.0	-21	0	1.1
CCCCN(CC)C(=O)CSc1nc2ccccc2c(=O)n1CC1COc2ccccc2O1 (configuration not stated)	9	-22	0	-5	-2	0.3	9	-4	-0.1
CC(=O)Nc1ccc(S(=O)(=O)N2CCN(C(=O)Cc3ccccc3)CC2)cc1	16	-14	2	-3	-11	1.7	-1	-7	0.3
COc1ccc(C2=NS(=O)(=O)N(C)C(C(=O)N3CCCCC3)=C2)cc1OC	34	-10	2	-4	-12	0.6	-1	0	0.8
CCOc1ccc(-c2c(C)n([O-])c3c([n+]2=O)CCCCC3)cc1	13	0	1	-6	-7	0.2	-5	-5	2.1
O=C(COc1ccc2c(c1)CCC2)N1CCN(c2ccc(F)cc2)CC1	-13	-3	-2	-4	-2	1.4	-21	-4	0.6
Cc1ccc2nc(/C(C#N)=C/c3cn[nH]c3-c3ccc(F)cc3)[nH]c2c1	13	-34	3	-2	4	-0.5	5	-12	1.6
Cc1nc(CN2CCCCC2)c(O)c(=O)[nH]1	19	.	1	0	-13	.	6	.	0.5
Cc1ccc(S(=O)(=O)N2CCCCC2)cc1NC(=O)CNCc1ccco1	10	-14	1	-4	-11	1.2	-8	3	1.2
COc1cc(CN2C[C@@H](CO)O[C@@H](n3cnc4c(NCc5ccc(F)cc5)ncnc43)C2)cc(OC)c1OC	-8	.	6	8	-3	.	0	.	2.5
CS(=O)(=O)NN1C(=O)c2ccccc2NC1c1c[nH]c2ccccc12 (configuration not stated)	12	-4	7	-2	7	0.3	23	-2	2.7
Cc1ccccc1CC(=O)NC1CCN(C)CC1	9	.	2	-8	-2	.	-4	.	0.5
Nc1ccn(Cc2cccc(Cl)c2)n1	13	-13	1	-4	3	0.6	13	-7	0.1
COCCn1c(SCC(=O)Nc2cc(C)cc(C)c2)nnc1C(C)C	3	-21	11	-2	1	0.7	8	-1	0.0
COc1cc2c(c(OC)c1)C(c1ccncc1)CC(=O)N2 (configuration not stated)	1	1	1	-2	-5	0.6	-4	0	-0.2
O=C(c1ccco1)N1CCN(C(=O)C2CC(c3ccc(Cl)cc3)=NO2)CC1 (configuration not stated)	17	-13	5	1	-8	3.0	2	-17	2.1
Cc1cccc(COC[C@H](Cc2ccccc2)N2CCN(C(=O)c3cccc(Cl)c3)CCC2=O)c1	6	.	1	.	-14	.	25	.	3.4
CC1CCC(C(C)C)C2=C1C(C#N)(C#N)C(C#N)(C#N)C(c1ccccc1)N2 (configuration not stated)	0	-6	24	-2	-9	2.7	35	-3	1.0
CC1CN(Cc2ccco2)C(=S)NC1=O (configuration not stated)	-16	.	2	-1	-3	.	-9	.	0.1
Cc1cc(C)c2nc(-c3ccccc3)ccc2c1	21	.	0	-4	-30	.	-20	.	0.6
CCCCNC(=O)CSc1nc2ccccc2c(=O)n1Cc1ccc2c(c1)OCO2	-3	-6	2	-2	-1	0.0	4	1	0.0

Some of these compounds in order of count of non-hydrogen atoms, lowest first:
SMILES	CHO-K1 Ca PAM	CHO parental Ca	TAAR1 agonist	M1 ag	CHO-K1 Ca antag	V1R ag counter	TAAR1 antagonist	OXTR potentiator	CHO-K1 Ca ag
Cc1ccc(NC(=O)C2CCN(C(=O)c3ccco3)CC2)cc1	17	0	0	-7	-22	0.0	-21	0	1.1
O=C(c1ccco1)N1CCN(C(=O)C2CC(c3ccc(Cl)cc3)=NO2)CC1 (configuration not stated)	17	-13	5	1	-8	3.0	2	-17	2.1
CC(=O)Nc1ccc(S(=O)(=O)N2CCN(C(=O)Cc3ccccc3)CC2)cc1	16	-14	2	-3	-11	1.7	-1	-7	0.3

Following part
SMILES	CHO-K1 Ca PAM	CHO parental Ca	TAAR1 agonist	M1 ag	CHO-K1 Ca antag	V1R ag counter	TAAR1 antagonist	OXTR potentiator	CHO-K1 Ca ag
COC(=O)/C(C#N)=C/c1c(Oc2cc(C)cc(C)c2)nc2c(C)cccn2c1=O	3	-12	2	-5	0	0.2	6	-3	0.2
CC(=O)c1ccc(N(CC(=O)NCc2ccc3c(c2)OCO3)C(=O)c2csnn2)cc1	19	-18	4	2	-10	3.4	-18	-2	2.9
Cc1cc(C)c(NC(=O)Nc2ccccc2)c(Cl)c1	13	-4	6	-11	-5	-0.6	-18	-6	0.2
CC[C@]12c3[nH]c4ccccc4c3CCN1C(=O)C(CC(=O)NC(C)(C)C)C[C@@H]2C(=O)N1CCN(C(=O)C2CC2)CC1 (some centres not stated)	-1	-8	1	-1	12	0.0	-1	-4	4.0
COc1ccccc1C(=O)NCCC(=O)Nc1ccc(C)cn1	-23	-14	1	1	6	-0.4	-8	-2	0.1
CC1CCCCC1NC(=O)C1CCC(CNS(=O)(=O)c2ccc3c(c2)C(C)(C)C(=O)N3C)CC1 (configuration not stated)	7	.	1	-6	-11	.	0	.	0.3
COc1ccc(N2C(=O)[C@H]3[C@@H](C2=O)C2c4ccccc4C=NN2[C@H]3C(=O)C(C)(C)C)cc1 (some centres not stated)	29	-16	-2	-2	-22	-2.0	-30	-8	1.3
Cc1ccc(NC(=O)c2cccc(S(=O)(=O)N3CCN(C)CC3)c2)cc1F	-9	-9	-2	-5	9	2.3	-9	-2	0.5
O=C(CSc1ccccc1C(=O)NCc1ccccc1)NC1CCCCCCC1	12	-27	12	-2	-7	4.5	54*	-6	5.5
CC(=O)c1cccc(Nc2nc(=O)c3cccnc3s2)c1	18	-6	-1	-3	-44	-0.3	18	-3	1.4
CC(=O)CC(C)=NCCN=C(C)CC(C)=O	15	0	6	-5	-32	0.2	-2	-5	0.1
Cc1cc(NC(=O)CSc2n[nH]c(-c3ccc(Cl)cc3Cl)n2)no1	-6	-25	23	-6	-5	1.8	-9	3	-0.3
C/C(=N\NC(=O)c1cc2ccccc2cc1O)c1cccs1	-14	-4	6	-2	-10	0.2	10	-7	0.2
COc1ccc(/C(C)=N/NC(=O)CCC(=O)Nc2ccc(Cl)cc2Cl)c(OC)c1	1	-25	8	-5	-5	-0.3	-11	1	-0.1
CCC(CC)NC(=O)CSc1ccc(S(=O)(=O)N2CCCCC2)cn1	9	.	3	-1	-18	.	-17	.	0.9
Cc1noc(C)c1S(=O)(=O)NC(=O)C1(C)CCN1C(=O)Cc1ccc(Cl)cc1Cl (configuration not stated)	13	.	0	0	-14	.	-26	.	0.5
COc1ccc(-n2nc3c(N4CCC(C(=O)NCc5ccccc5)CC4)nnc(C)c3c2C)cc1	-1	-19	-2	-6	-14	-1.0	-34	-4	-0.7
Cc1cc(C)nc(SC(C(=O)O)c2ccccc2)n1 (configuration not stated)	14	-1	1	5	-4	0.6	-3	0	0.3
COc1cccc(OC)c1OCCCCCc1c(C)n[nH]c1C	18	-10	12	2	-8	4.3	8	-21	11
C/C(=N\NC(=O)c1cccc(C)c1O)c1ccc(NC(=O)Cc2ccccc2)cc1	3	-12	1	-3	-9	0.8	-12	-13	3.4
Cc1nnc2ccc(-c3ccc(NS(=O)(=O)c4ccccc4[N+](=O)[O-])cc3)nn12	2	2	5	-3	-12	0.1	-15	1	0.3
CC(C)c1cc(C(=O)NC2CCCc3c2cnn3-c2ccccc2F)no1 (configuration not stated)	5	0	0	-1	8	8.1	-8	-7	8.4
CC(C)c1nnc(NC(=O)c2c(O)c3cccc4c3n(c2=O)CCC4)s1	15	-25	-1	2	-7	1.1	-24	-17	-0.2
CC(C)N1CCC(=NNC(=O)c2ccccc2[N+](=O)[O-])CC1	-13	-12	3	-8	18	-0.5	-14	-1	0.2
Nc1cc(Cl)ccc1N1CCCC1	-14	-5	1	-16	9	0.0	4	-1	-0.5
N#CC1=C(N)Oc2n[nH]c(-c3ccccn3)c2C1c1c(F)cccc1Cl (configuration not stated)	2	-6	7	-3	5	-0.4	-7	-5	0.8
Cc1cc(/C=C2/SC(=O)N(CC(=O)N3CCCC3)C2=O)ccc1N1CCOCC1	-8	-4	2	-1	-9	1.4	3	-4	0.9
COC(=O)NNC(=O)C(C)Oc1ccc(Cl)cc1Cl (configuration not stated)	13	-4	.	-6	-12	-0.1	.	-2	0.7
Cc1ccsc1C(=O)NCCc1ccco1	15	-3	8	-6	-9	-0.2	-17	-6	0.4
CN1CCN(c2ccc(NC(=O)c3ccc(Cl)cc3)cn2)CC1	-10	-2	10	-5	1	0.8	-4	-6	0.4
CCOc1ccc(NC(=O)C2CCCN2S(=O)(=O)c2ccc(OCC)cc2)cc1 (configuration not stated)	11	-20	-2	-6	-14	2.9	-34	-9	0.7
Brc1ccc(CSc2ccc3nnc(-c4cccnc4)n3n2)cc1	11	-16	7	-4	-5	2.7	60*	-4	5.2
O=C(O)C1CC(=O)N(C2CCCCCC2)C1 (configuration not stated)	20	-5	0	-4	-15	-0.3	-6	-3	0.0
CC(C)c1csc(CN2CCC(C(=O)Nc3cccc(-c4ccco4)c3)CC2)n1	14	.	-1	-3	-11	.	-13	.	3.6
Cc1ccc(CN(C(=O)c2cc(=O)c3cc(Cl)c(C)cc3o2)C2CCS(=O)(=O)C2)cc1 (configuration not stated)	3	-20	3	-6	-8	0.3	-4	-8	-0.5
